Bioassay records (PubChem BioAssay)
Bcl-B Bim block: human Bim-Bcl-B interaction inhibition; Q9HD36; bead-based flow cytometry, Bim peptide-Bcl-B binding; inhibition, % at 10 µM; 190,000 tested, 0.073% active; AID 951;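 further: 0% = tracer peptide without compound and 100% = reference inhibitor peptide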
Target sequence (Q9HD36 whole entry, looked up): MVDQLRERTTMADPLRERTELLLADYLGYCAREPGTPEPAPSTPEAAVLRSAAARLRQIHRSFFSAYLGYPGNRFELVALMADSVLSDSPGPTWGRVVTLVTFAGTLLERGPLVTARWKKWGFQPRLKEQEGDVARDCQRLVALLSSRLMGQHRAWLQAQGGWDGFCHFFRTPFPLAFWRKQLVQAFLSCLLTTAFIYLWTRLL
Bcl-W Bim block: human Bim-Bcl-W interaction inhibition; Q92843; bead-based flow cytometry, Bim peptide-Bcl-W binding; inhibition, % at 10 µM; 190,000 tested, 0.02% active; AID 952;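 further: 0% = bound tracer without compound and 100% = peptide blocker; higher means less fluorescent Bim peptide bound to Bcl-W beads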
Target sequence (Q92843 whole entry, looked up): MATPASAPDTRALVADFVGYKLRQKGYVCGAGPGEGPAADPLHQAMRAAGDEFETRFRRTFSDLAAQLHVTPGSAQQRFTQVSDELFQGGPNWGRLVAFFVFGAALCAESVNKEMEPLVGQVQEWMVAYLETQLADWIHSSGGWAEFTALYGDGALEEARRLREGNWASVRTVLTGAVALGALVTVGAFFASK
Bcl-2 Bim block: human Bim-Bcl-2 interaction inhibition | P10415 | Bead-based flow cytometry, Bim peptide-Bcl-2 binding | inhibition, % at 10 µM | 190,000 tested, 0.06% active; in the data active means inhibition above about 40%; inconclusive means no clear call, values can overlap the other calls;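 further: 0% = no compound wells with probe peptide and 100% = reference peptide inhibitor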
GSH fluor: GSH bead compound fluorescence profile | GSH beads flow cytometry, compound fluorescence 488/530 nm; active compounds read high | fluorescence (KMESF) at 10 µM | 190,000 tested, 0.25% active; in the data active means fluorescence above about 89;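 further: glutathione beads carrying GST-tagged Bcl family fusion proteins plus one bare bead set; values are compound well signal with DMSO vehicle wells as background; inactives centre near 16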
RGS7-Gao reg: modulates binding of RGS7 to human Galphao | 220,000 tested, 0.35% active | P09471 | AID 1439 | binding response (% of control), % at 10 µM | Multiplexed bead flow cytometry; actives lie on both sides; in the data active means binding response below about 49% or above about 150%; inconclusive means no clear call, values can overlap the other calls; inactive means in between;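 further: fluorescent Galphao held in activated GDP-AlF4 state binding bead-coupled RGS7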
RGS8-Gao: regulators of human RGS8-Galphao interaction. P09471. multiplexed bead flow cytometry, RGS8-Galphao binding; actives lie on both sides. response (percent of control binding), % at 10 µM. 220,000 tested, 0.34% active. AID 1423; in the data active means response below about 60% or above about 140%; inactive means in between;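 further: Galphao activated as the GDP aluminium fluoride complex binding bead-coupled RGS8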
Mcl-1 Bim block: disrupts Bim peptide binding to human Mcl-1; Q07820; 190,000 tested, 0.1% active; inhibition, % at 10 µM; Bead-based flow cytometry, Bim peptide-Mcl-1 binding;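 further: 0% = no compound tracer wells and 100% = peptide blocker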
Target sequence (Q07820 whole entry, looked up): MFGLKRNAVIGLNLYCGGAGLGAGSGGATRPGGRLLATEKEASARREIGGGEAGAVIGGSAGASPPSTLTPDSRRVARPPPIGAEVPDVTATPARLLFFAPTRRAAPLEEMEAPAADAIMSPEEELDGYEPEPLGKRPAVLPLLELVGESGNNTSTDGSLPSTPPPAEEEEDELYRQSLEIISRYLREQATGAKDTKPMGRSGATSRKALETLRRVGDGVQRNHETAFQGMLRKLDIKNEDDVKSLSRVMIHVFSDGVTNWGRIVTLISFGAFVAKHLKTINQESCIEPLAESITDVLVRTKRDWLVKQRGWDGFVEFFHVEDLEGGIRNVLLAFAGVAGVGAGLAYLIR
Bim-Bfl-1: human Bim-Bfl-1 interaction inhibition | AID 1008 | Q16548 | 190,000 tested, 0.12% active | inhibition, % at 10 µM | Bead-based flow cytometry, Bim-Bfl-1 binding inhibition;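 further: 0% = wells without compound plus tracer and 100% = blocker peptide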
Bcl-XL Bim block: disrupts Bim peptide binding to human Bcl-XL; AID 1007; bead flow cytometry, fluorescence; 190,000 tested, 0.04% active; inhibition, % at 10 µM; Q07817
Target sequence (Q07817 whole entry, looked up): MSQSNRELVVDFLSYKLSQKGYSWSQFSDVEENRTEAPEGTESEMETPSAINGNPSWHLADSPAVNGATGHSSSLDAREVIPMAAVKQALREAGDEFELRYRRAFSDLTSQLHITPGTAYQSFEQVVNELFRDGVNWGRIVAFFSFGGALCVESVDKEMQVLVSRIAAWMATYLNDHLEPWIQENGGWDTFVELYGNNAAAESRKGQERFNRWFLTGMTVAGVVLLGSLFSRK
Mcl1 Bid PPI: Mcl-1/Bid interaction inhibition; Q07820; TR-FRET Mcl-1/Bid-Dy647 peptide binding, 1536-well; inhibition, % at 21.7 µM; 220,000 tested, 0.97% active; AID 1021;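 active means compounds that cut the binding signal by more than half at the single screening dose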;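 further: His-tagged Mcl-1 with europium anti-His antibody binding Bid BH3 peptide; 0% = Mcl-1 plus peptide wells and 100% = peptide-only wells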
RGS4-Gao reg: modulates binding of RGS4 to human Galphao. P09471. binding response (% of control), % at 10 µM. 220,000 tested, 0.33% active. Multiplexed bead flow cytometry; actives lie on both sides; in the data active means binding response below about 49% or above about 150%; inactive means in between;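 further: fluorescent Galphao activated with aluminum fluoride binding bead-coupled RGS4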
An asterisk follows results filed as active; ? = inconclusive. Unless noted, no stated cut-off is given here; in the data, active means inhibition above about 40%. Not a hit list. About 1.8% of those tested had a hit in this group.

SMILES	Bcl-B Bim block	Bcl-W Bim block	Bcl-2 Bim block	GSH fluor	RGS7-Gao reg	RGS8-Gao	Mcl-1 Bim block	Bim-Bfl-1	Bcl-XL Bim block	Mcl1 Bid PPI	RGS4-Gao reg
Cc1ccc(NS(=O)(=O)c2ccc(CCC(=O)NCc3cccnc3)cc2)cc1	-4.0	1.0	-1.0	12	98.5	100.3	0.0	-5.0	-3.0	-10.5	102.3
O=C(CCn1cnc2ccccc2c1=O)Nc1ccc(S(=O)(=O)N2CCCC2)cc1	-10.0	5.0	-8.0	46	116.6	118.1	-1.0	-8.0	-5.0	-19.0	121.7
Cc1ccc2c(c1)N(CC(=O)NC1CCC(C)CC1)C(=O)CO2 (stereo not drawn)	-3.0	-5.0	-4.0	17	99.2	99.3	-6.0	-5.0	-3.0	-16.0	96.8
O=C(c1ccc(Br)o1)N1CCc2ccccc21	-7.0	-5.0	-7.0	13	96.1	101.1	-3.0	-7.0	-6.0	-30.8	101.3
N#CC1(c2ccccc2)CCCN1C(=O)c1ccccc1Br (stereo not drawn)	-2.0	7.0	-2.0	57	105.3	105.2	0.0	-12.0	-9.0	-20.4	106.3
S=C(NCC1CCCO1)Nc1ccc(Cl)cc1 (stereo not drawn)	-8.0	-3.0	-1.0	11	89.2	90.4	-4.0	-5.0	-6.0	-58.1	91.6
Cc1cccc(NC(=O)CSc2nnc(-c3ccco3)n2CC2CCCO2)n1 (stereo not drawn)	-6.0	1.0	0.0	23	99.5	99.1	-1.0	-7.0	-4.0	-9.2	102.6
Cc1ccccc1CN1C[C@@H]2C[C@@H](c3ccc4nsnc4c3)N3CCC[C@@]23C1=O	-7.0	0.0	-1.0	11	90.8	95.8	1.0	-5.0	-2.0	-8.5	96.5
CC(/C=N/Nc1nc(N2CCCCC2)nc(N2CCCCC2)n1)=C\c1ccccc1	-5.0	-1.0	-5.0	34	103.8	103.6	-2.0	-10.0	-3.0	-7.1	101.3
O=C(NCCN1CCCC1)c1cccc(Cl)c1	0.0	-1.0	1.0	18	?	101.9	0.0	-3.0	-1.0	-18.6	100.3
CC(C)C(=O)NC(=S)Nc1ccc(S(=O)(=O)N2CCCC2)cc1	-12.0	-4.0	-7.0	9	99.7	100.5	-8.0	-4.0	-8.0	-15.4	100.0
O=C(NCCCN1CCN(Cc2ccccc2)CC1)c1nnc(Cc2c(F)cccc2Cl)o1	-2.0	-1.0	-3.0	69	101.5	99.7	-7.0	-8.0	-5.0	-26.5	103.3
Cc1ccc(CNC(=O)CN(c2cccc([N+](=O)[O-])c2)S(C)(=O)=O)cc1	-3.0	-1.0	-5.0	20	100.0	103.2	-1.0	-5.0	-4.0	-4.5	93.5
Cc1ccc(NC(=O)/C=C/c2ccco2)nc1	-5.0	0.0	0.0	8	85.0	92.3	-2.0	1.0	-2.0	-57.3	87.1
COc1cccc(CNC(=O)Cn2c(=O)oc3ccccc32)c1OC	0.0	6.0	4.0	25	94.0	93.2	0.0	5.0	2.0	-12.6	90.0
O=C(Nc1nc2c(s1)CCCC2)c1cccs1	-10.0	-3.0	-9.0	28	98.4	99.5	-3.0	-14.0	-8.0	-37.6	100.8
Cc1cccc(NC(=O)COc2cccc3c2CCN(C)C3=O)c1C	-3.0	-3.0	-4.0	23	90.6	97.5	-3.0	-3.0	-6.0	-11.2	91.9
Cc1c(C(=O)O)sc(=S)n1CCOc1ccccc1	-8.0	-2.0	-5.0	27	98.8	100.9	-1.0	-6.0	-9.0	4.3	98.3
Cc1ccc(-n2c(SCC(=O)Nc3cc(C)on3)nc3ccccc3c2=O)cc1	0.0	0.0	3.0	48	102.8	90.3	-1.0	3.0	2.0	-11.3	103.9
O=C(Cn1cc(C(F)(F)F)ccc1=O)NC(c1ccccc1)c1ccccc1	-7.0	-5.0	-2.0	11	103.0	104.1	-4.0	1.0	-9.0	-1.2	105.1
CCCOC(=O)C1[C@H]2C(=O)N(CCCOC)C[C@]23C=C[C@H]1O3 (stereo partly drawn)	-12.0	-2.0	-14.0	22	101.4	98.2	-2.0	-16.0	-5.0	-8.1	98.8
Cc1ccc(NC(=O)c2noc3c2CCCCC3)cc1	-5.0	-3.0	-6.0	10	99.3	99.6	-5.0	-5.0	-1.0	-16.0	97.6
CCCn1c(SC2C(=O)CC(C)(C)CC2=O)nc2c1c(=O)n(C)c(=O)n2C	-1.0	1.0	-2.0	24	98.6	100.9	2.0	-7.0	0.0	-50.3	100.2
CC(=O)N[C@@H](C)C(=O)N1CCN(S(=O)(=O)c2ccc(Cl)cc2)CC1	-3.0	-2.0	-3.0	11	?	101.5	-1.0	-5.0	-4.0	-17.3	100.4
CC1(C)N=C(c2cccs2)C(C)(C)N1O	-6.0	-1.0	-11.0	12	105.2	101.6	0.0	-11.0	-4.0	-14.2	104.9
O=C(CSCc1ccc(F)cc1)Nc1ccc(F)cc1	-4.0	0.0	0.0	16	100.4	101.4	-1.0	-1.0	0.0	-7.9	102.5
C=CCc1ccc(OCCOCCOc2cccc3ccc(C)nc23)c(OC)c1	12.0	5.0	11.0	23	102.5	103.4	1.0	5.0	1.0	80.3*	100.3
CCN(CC1COc2ccccc2O1)C(=S)Nc1ccccc1 (stereo not drawn)	-3.0	-4.0	-4.0	82	101.1	97.6	-2.0	-7.0	-6.0	-67.8	99.5
CCc1ccc(N2C(=O)CN(Cc3cc(OC)c(OC)c(OC)c3)C2=S)cc1	-9.0	-5.0	-5.0	11	101.9	99.5	-3.0	-7.0	-5.0	-5.0	98.0
O=C(CSc1nnc2ccccn12)N1CCOCC1	-7.0	0.0	-8.0	29	101.7	103.3	0.0	-13.0	-3.0	-17.4	102.4
Cc1ccccc1C(=O)c1cccn1CC(=O)NCCCN1CCc2ccccc2C1	-4.0	-2.0	-3.0	17	?	101.2	-2.0	-3.0	-6.0	-19.0	102.8
CSc1nnc2c3ccccc3n(CCc3ccccc3)c2n1	-6.0	2.0	-8.0	11	102.8	101.3	-3.0	-3.0	-7.0	-16.7	102.3
COCC(C)n1c(C)cc(C(=O)COC(=O)C2=NN(c3ccccc3)C(=O)CC2)c1C (stereo not drawn)	0.0	-4.0	2.0	17	103.3	101.2	-4.0	5.0	0.0	-22.2	97.0
NC(=O)c1ccsc1NC(=O)COC(=O)Cc1ccsc1	-11.0	-4.0	-8.0	27	95.2	97.3	-5.0	-14.0	-6.0	-13.9	96.3
CC(C)(Cl)C1Cc2cc3ccc(=O)oc3cc2O1 (stereo not drawn)	0.0	1.0	-2.0	11	94.1	100.5	0.0	-10.0	0.0	1.9	97.1
O=C(NC1CC(=O)c2sccc21)c1ccc(Cl)cc1Cl (stereo not drawn)	-4.0	-1.0	-1.0	20	?	100.5	-3.0	-5.0	-2.0	-30.9	100.2
Cc1nc(-c2cccc(N)c2)cs1	-7.0	3.0	-7.0	22	100.8	101.0	2.0	-9.0	-3.0	-28.1	101.9
CC(C)Cc1cc(C(=O)Nc2ccc3c(c2)OCO3)no1	-3.0	-1.0	-1.0	20	101.0	100.1	0.0	-8.0	0.0	-19.3	99.4
COc1ccc(/C=N/N=C(\N)c2nonc2N)cc1	-6.0	-2.0	-5.0	13	102.4	103.3	-1.0	-9.0	-6.0	-26.1	93.8
CCC(C)NC(=O)CSc1nc2ccsc2c(=O)n1NC(=O)c1ccccc1 (stereo not drawn)	-1.0	-1.0	1.0	18	105.3	100.8	-3.0	-2.0	0.0	-7.2	108.7
Cc1c(Br)c([N+](=O)[O-])nn1CC(=O)Nc1sc2c(c1C(=O)OC(C)C)CCC(C)C2 (stereo not drawn)	2.0	-2.0	-4.0	20	99.3	96.5	-8.0	2.0	-2.0	-1.5	98.6
Cc1ccc(-n2nc3ccc(NC(=O)c4cccc([N+](=O)[O-])c4C)cc3n2)cc1	0.0	0.0	-3.0	12	106.0	109.9	-4.0	0.0	0.0	-4.7	106.4
COc1ccc(C(=O)O/N=C(/c2ccccc2)c2ccncc2)cc1	1.0	-1.0	3.0	11	101.1	91.5	-2.0	4.0	-4.0	9.4	100.3
CC(=O)c1c(C)[nH]c(C(=O)OCC(=O)Nc2ncc(Cl)c(C)c2Cl)c1C	-1.0	1.0	0.0	6	93.2	99.1	4.0	-8.0	-1.0	-37.3	96.8
COc1cc2c(cc1OC)CN(C(=S)Nc1ccc(C)cc1C)CC2	-10.0	-9.0	-9.0	16	106.9	101.7	-3.0	-12.0	-9.0	-55.3	104.3
N=C1/C(=C/c2cccs2)C(=O)N=C2SN=C(SCc3ccccc3)N12	-3.0	3.0	18.0	8	95.1	100.8	4.0	-9.0	-9.0	1.1	97.7
CN(C)C(CNC(=O)Cc1cccc(C(F)(F)F)c1)c1ccco1 (stereo not drawn)	-7.0	0.0	-3.0	12	98.8	99.2	-3.0	-9.0	0.0	-16.6	98.8
O=S(=O)(CC(CN1CCOCC1)N1CCOCC1)c1ccccc1 (stereo not drawn)	-1.0	0.0	-2.0	14	93.7	98.4	0.0	-7.0	0.0	-7.8	99.0
CCC(C)(C)n1nnnc1C(c1cc2cc(C)cc(C)c2[nH]c1=O)N1CCN(Cc2ccc3c(c2)OCO3)CC1 (stereo not drawn)	-8.0	3.0	-7.0	32	103.5	103.0	-1.0	-10.0	-7.0	0.0	104.6
Oc1ccc(CNc2ccc(F)cc2)c2cccnc12	-4.0	4.0	2.0	17	99.1	96.6	5.0	-3.0	-1.0	-69.1	94.0
Cc1ccsc1C(=O)OCC(=O)N1CCOCC1	-8.0	0.0	-8.0	40	101.9	99.6	-5.0	-9.0	-4.0	66.7*	98.2
Cc1noc(N)c1C(=O)Nc1ccc(F)c(Cl)c1	2.0	1.0	3.0	15	102.7	100.5	0.0	0.0	3.0	-20.9	99.5
O=C(NCc1ccco1)C1CC(c2ccc(Cl)cc2)=NO1 (stereo not drawn)	-1.0	-1.0	0.0	9	102.1	103.6	-1.0	-6.0	2.0	-3.2	100.3
CC(C)=C1C2CC2C2C(C(=O)O)C12 (stereo not drawn)	0.0	-1.0	-1.0	64	102.9	104.2	1.0	-2.0	0.0	-40.8	101.8
CCOc1ccc(-c2nn[nH]n2)cc1	-8.0	-1.0	-4.0	275*	105.1	102.7	-9.0	-13.0	6.0	-14.2	101.3
COc1ccccc1NC(=O)NC1(C(=O)N2CCCCCC2)CCCCC1	-4.0	0.0	1.0	19	103.8	102.6	-1.0	3.0	-1.0	-0.2	102.0
CCOC(=O)C1=C(C)NC(=O)NC1c1cc(C)sc1C (stereo not drawn)	-7.0	3.0	-10.0	36	101.3	100.0	-1.0	-11.0	1.0	-24.4	100.7

2 entries picked at random from those above:
SMILES	Bcl-B Bim block	Bcl-W Bim block	Bcl-2 Bim block	GSH fluor	RGS7-Gao reg	RGS8-Gao	Mcl-1 Bim block	Bim-Bfl-1	Bcl-XL Bim block	Mcl1 Bid PPI	RGS4-Gao reg
Cc1ccc(-n2nc3ccc(NC(=O)c4cccc([N+](=O)[O-])c4C)cc3n2)cc1	0.0	0.0	-3.0	12	106.0	109.9	-4.0	0.0	0.0	-4.7	106.4
CCC(C)(C)n1nnnc1C(c1cc2cc(C)cc(C)c2[nH]c1=O)N1CCN(Cc2ccc3c(c2)OCO3)CC1 (stereo not drawn)	-8.0	3.0	-7.0	32	103.5	103.0	-1.0	-10.0	-7.0	0.0	104.6
